# LYPLA2 inh – LYPLA2 inhibitors, primary screen, counter-screen for PME1 inhibitor project, biochemical, fluorescence polarization, FP-Rh probe ABPP; Acyl-protein thioesterase 2 (Homo sapiens), O95372; recombinant LYPLA2; inhibition, % at 5.9 µM; actives 0.38% (n = 320,000);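 active = inhibition above the screen-wide mean plus 3 SD, limit set per campaign, cut at about 26% in these data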;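 note: 0% = LYPLA2 with DMSO and 100% = wells lacking LYPLA2 enzyme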
# Target sequence (O95372 whole entry, looked up): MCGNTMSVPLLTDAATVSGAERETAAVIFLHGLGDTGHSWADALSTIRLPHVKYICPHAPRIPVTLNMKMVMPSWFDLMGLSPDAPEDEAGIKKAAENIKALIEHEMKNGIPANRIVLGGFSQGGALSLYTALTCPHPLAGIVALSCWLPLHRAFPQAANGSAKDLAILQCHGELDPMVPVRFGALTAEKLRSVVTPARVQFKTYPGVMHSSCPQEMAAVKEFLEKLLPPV
# GSTO1 counter – inhibitors of recombinant GSTO1, primary screen, counter-screen for RBBP9 inhibitor project, biochemical, fluorescence polarization | actives 1.1% (n = 300,000) | activity-based probe fluorescence polarization | Glutathione S-transferase omega-1 (Homo sapiens), P78417 | AID 1974, 2009 | inhibition, % at 5.96 µM;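 active = inhibition above the campaign mean inhibition plus 3 SD, cut at about 35% in these data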;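 note: 0% = GSTO1-1 with DMSO and 100% = wells lacking GSTO1-1 enzyme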
# LYPLA1 inh – LYPLA1 inhibitors, primary screen, counter-screen for PME1 inhibitor project, biochemical, fluorescence polarization, FP-Rh probe ABPP | actives 0.16% (n = 320,000) | inhibition, % at 5.9 µM | Acyl-protein thioesterase 1 (Homo sapiens), O75608 | recombinant LYPLA1;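 active = inhibition above the mean of all tested compounds plus 3 SD, set per campaign, cut at about 14% in these data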;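 note: inhibitors block serine hydrolase probe labeling of LYPLA1 so polarization falls; 0% = enzyme with DMSO and 100% = wells lacking LYPLA1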
# Target sequence (O75608 whole entry, looked up): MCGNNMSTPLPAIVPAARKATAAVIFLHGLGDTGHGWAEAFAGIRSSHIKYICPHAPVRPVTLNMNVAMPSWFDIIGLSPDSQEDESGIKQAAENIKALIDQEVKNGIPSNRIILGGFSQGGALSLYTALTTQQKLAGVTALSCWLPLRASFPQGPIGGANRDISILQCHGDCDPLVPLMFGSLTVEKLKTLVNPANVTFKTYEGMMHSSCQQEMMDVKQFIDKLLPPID
# PAFAH2 FP inh – PAFAH2 enzyme inhibitors, primary screen, biochemical, fluorescence polarization, human | Platelet-activating factor acetylhydrolase 2, cytoplasmic (Homo sapiens), Q99487 | recombinant PAFAH2, FP-rhodamine activity probe | inhibition, % at 3.39 µM | actives 0.99% (n = 340,000);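 active = inhibition above the mean over all tested compounds plus 3 SD, cut at about 30% in these data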;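 note: inhibitors block probe labeling of enzyme so polarization drops; 0% = enzyme with DMSO and 100% = wells lacking PAFAH2 protein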
# PREPL inh – PREPL enzyme inhibitors, primary screen, biochemical, fluorescence polarization. Prolyl endopeptidase-like (Homo sapiens), Q4J6C6. recombinant PREPL, fluorescence polarization activity-based probe. inhibition, % at 5.96 µM. actives 0.68% (n = 320,000); in the data active = inhibition above about 43%;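 note: 0% = enzyme with DMSO and 100% = wells lacking enzyme; many of its hits are not listed in these tables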
# PAFAH1B3 FP inh – PAFAH1B3 enzyme inhibitors, primary screen, biochemical, fluorescence polarization, human; Platelet-activating factor acetylhydrolase IB subunit alpha1 (Homo sapiens), Q15102; recombinant PAFAH1B3, FP-rhodamine probe; inhibition, % at 3.39 µM; actives 0.28% (n = 340,000); AID 492972, 2010;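 active = inhibition above the screen-wide average of all tested compounds plus 3 SD, cut at about 25% in these data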;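 note: 0% = enzyme with DMSO only and 100% = wells lacking PAFAH1B3 protein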
# Target sequence (Q15102 whole entry, looked up): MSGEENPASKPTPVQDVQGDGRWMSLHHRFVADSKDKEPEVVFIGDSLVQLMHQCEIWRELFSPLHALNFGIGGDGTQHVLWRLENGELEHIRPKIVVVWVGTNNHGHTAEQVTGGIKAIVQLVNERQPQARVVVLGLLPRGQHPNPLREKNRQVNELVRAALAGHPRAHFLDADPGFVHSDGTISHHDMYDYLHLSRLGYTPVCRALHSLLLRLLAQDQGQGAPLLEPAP
# pPAFAH FP inh – pPAFAH enzyme inhibitors, primary screen, biochemical, fluorescence polarization, human; recombinant pPAFAH, FP-rhodamine probe fluorescence polarization; inhibition, % at 3.39 µM; actives 1.5% (n = 330,000);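 active = inhibition above the mean inhibition across the screen plus 3 SD, cut at about 25% in these data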;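 note: inhibitors block binding of the rhodamine activity-based probe so polarization drops; 0% = enzyme with DMSO and 100% = wells lacking pPAFAH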
# PAFAH1B2 FP inh – PAFAH1B2 enzyme inhibitors, primary screen, biochemical, fluorescence polarization, human; actives 1.2% (n = 340,000); inhibition, % at 3.39 µM; Platelet-activating factor acetylhydrolase IB subunit alpha2 (Homo sapiens), P68402; recombinant PAFAH1B2, FP-rhodamine activity probe; AID 492953, 2010;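 active = inhibition above the mean of all tested compounds plus 3 SD, cut at about 24% in these data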;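 note: 0% = enzyme with DMSO and 100% = wells lacking PAFAH1B2; many of its hits are not listed in these tables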
# Target sequence (P68402 whole entry, looked up): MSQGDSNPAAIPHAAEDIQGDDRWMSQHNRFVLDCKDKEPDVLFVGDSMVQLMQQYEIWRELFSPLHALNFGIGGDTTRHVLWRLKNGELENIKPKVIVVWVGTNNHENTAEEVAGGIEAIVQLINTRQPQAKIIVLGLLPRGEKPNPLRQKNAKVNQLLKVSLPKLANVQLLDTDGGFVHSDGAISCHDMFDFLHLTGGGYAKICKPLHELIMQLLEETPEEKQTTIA
# PAD4 inh – human PAD4 inhibitors, primary screen, biochemical, fluorescence polarization, 1536-well format. Protein-arginine deiminase type-4 (Homo sapiens), Q9UM07. recombinant PAD4, RCA probe fluorescence polarization. inhibition, % at 6.36 µM. actives 0.41% (n = 330,000);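 active = percent inhibition above a cutoff equal to the mean of all tested compounds plus 3 SD, cut at about 15% in these data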;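 note: 0% = PAD4 with RCA probe and DMSO and 100% = probe without PAD4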
# * = called active by the depositor; / = no result given.
SMILES,LYPLA2 inh,GSTO1 counter,LYPLA1 inh,PAFAH2 FP inh,PREPL inh,PAFAH1B3 FP inh,pPAFAH FP inh,PAFAH1B2 FP inh,PAD4 inh
COc1cc(OC)cc(C(=O)Nc2nc(CC(=O)NCc3ccccc3OC)cs2)c1,-3,4,-6,-8,-7,4,4,4,-2
CCOc1ccc(S(=O)(=O)Nc2cc(Cl)ccc2O)cc1,10,10,0,0,-10,-6,7,-4,-3
O=C(NCC1CCCO1)c1cccc(NC(=O)c2ccc(Br)cc2)c1 (centres undefined),3,-1,-3,-5,13,1,-2,3,-4
N#C/C(=C/c1ccc(OCc2ccc(C(=O)O)cc2)c(Br)c1)c1cccc(F)c1,-2,-13,-4,-13,-9,-8,5,-2,-4
COc1cc(/C=C/c2nnc3c4ccccc4ncn23)cc(OC)c1OC,-6,-15,-6,-3,-3,-2,4,3,5
CCOc1ccccc1N1CN(C2CCCCC2)CNC1=S,6,-7,0,/,6,/,2,/,0
O=C(N/N=C/c1cccc([N+](=O)[O-])c1)c1cc[n+](CCO)cc1,-4,2,-4,5,23,9,-1,1,4
COc1cccc(-c2nc(CS(=O)(=O)CC(=O)Nc3ccccc3C)c(C)o2)c1,-2,-5,-2,0,2,-2,2,-4,-1
O=C(Cc1ccccc1Cl)NCCCn1ccnc1,0,-4,-1,4,-1,-11,0,1,-1
C[C@H](CO)N1C[C@H](C)[C@@H](CN(C)S(=O)(=O)c2cn(C)cn2)Oc2ccc(NC(=O)Nc3ccccc3)cc2C1=O,/,/,/,-3,13,3,9,8,-3
COc1ccc(C(=O)Nc2cccc(OC(=O)c3ccco3)c2)cc1,0,4,0,-2,22,10,-4,1,4
CN(C)S(=O)(=O)n1cc(/C=C(\NC(=O)c2ccccc2F)C(=O)N2CCOCC2)c2ccccc21,2,9,-3,7,-2,2,3,9,0
NC(=O)c1cc(NC(=O)c2cc(Br)c(Br)s2)cc(C(N)=O)c1,-74,-81,-66,-34,-12,-19,-14,-12,-4
COc1ccccc1-n1c(SCC(=O)N2CCCCC2)nc(O)c(Cc2ccccc2)c1=O,0,4,0,9,3,-1,6,5,-2
Nc1nonc1-n1nnc(C(=O)N/N=C/c2ccc(OCc3ccccc3)cc2)c1CNc1ccccc1,-2,-2,-1,2,-6,-1,3,-1,4
CCOCCCNC(=S)Nc1ccc2nc(N3CCN(CC)CC3)cc(C)c2c1,5,-5,7,-10,2,7,3,-5,1
CCOC(=S)SCC(=O)Nc1ncc(C)s1,1,14,-3,-4,-6,-2,-1,2,14
Cc1cc(C)c2[nH]c(=O)c(CN(Cc3cccs3)C(=S)NCC3CCCO3)cc2c1 (centres undefined),0,5,-4,-5,8,5,10,2,-1
CN(C(=O)c1cccc(C#N)c1)c1nnc(-c2ccccn2)s1,3,2,2,3,0,2,0,-6,-1
CCCCNC(=O)CNC(=S)N(Cc1cc(OC)c(OC)c(OC)c1)C1CCCC1,4,4,-1,6,-2,18,-1,5,-5
Cc1cccc2cc(CN(CC3CCCO3)C(=O)c3ccco3)c3nnnn3c12 (centres undefined),0,3,-3,/,15,/,-2,/,0
COc1ccccc1C1(O)CC2CCC(C1)N2S(=O)(=O)c1ccc(C(C)=O)cc1 (centres undefined),5,5,1,-1,6,-1,-37,1,-3
COc1ccc(N2CC(NS(=O)(=O)c3cccnc3)CC2=O)cc1OC (centres undefined),-3,2,0,6,8,13,0,5,-2
Cc1ccc(C(=O)NNc2ncnc3c2cnn3C)cc1,6,-4,-1,-3,-10,-3,1,1,1
CCCC12CN3CC(C)(CN(C1)C3c1ccc3c(c1)OCO3)C2=O (centres undefined),5,5,1,1,-38,6,1,-1,1

# An excerpt from above, limited to pPAFAH FP inh:
Molecule | pPAFAH FP inh
CCOc1ccc(S(=O)(=O)Nc2cc(Cl)ccc2O)cc1 | 7
O=C(NCC1CCCO1)c1cccc(NC(=O)c2ccc(Br)cc2)c1 (centres undefined) | -2
N#C/C(=C/c1ccc(OCc2ccc(C(=O)O)cc2)c(Br)c1)c1cccc(F)c1 | 5

# Next entries
SMILES,LYPLA2 inh,GSTO1 counter,LYPLA1 inh,PAFAH2 FP inh,PREPL inh,PAFAH1B3 FP inh,pPAFAH FP inh,PAFAH1B2 FP inh,PAD4 inh
Cc1ccc(S(=O)(=O)N2CCCC(C(=O)O)C2)s1 (centres undefined),9,9,3,10,9,11,3,6,2
Nc1nc(N2CCN(C(=O)c3ccco3)CC2)nc2ccc(Br)cc12,2,-49,4,4,19,9,4,9,0
NC(=O)COc1cccc(/C=N/NC(=O)c2ccc(-n3cccc3)cc2)c1,-7,4,-3,2,3,0,3,2,0
COc1ccc(CCNc2ccc(C(CC(N)=O)NC(=O)c3ccccc3)cc2[N+](=O)[O-])cc1 (centres undefined),-1,0,0,-1,4,7,3,5,2
Oc1ccccc1-c1cc(-c2ccc(F)cc2)n[nH]1,-14,-5,-8,4,-85,-2,-4,1,0
NS(=O)(=O)c1ccc(CCNC(=O)CCc2ccccc2)cc1,2,-1,0,/,5,/,1,/,0
Cn1c(CNC(=O)C(Cc2ccccc2)NC(=O)c2ccccc2F)cc(=O)n(C)c1=O (centres undefined),0,0,-2,6,-4,-1,1,1,-2
CCC1CCCCN1CCN1C(=O)C2C(C(=O)Nc3cccc(OC)c3)C3C=CC2(O3)C1C(=O)NC1CCCCC1 (centres undefined),2,1,-1,-5,16,12,5,4,1
C/C(=C\c1ccccc1)C(=O)Nc1ccc(Cl)cn1,6,3,-2,3,5,6,5,7,5
CC1Cc2ccccc2N1C(=O)CCn1c(=O)sc2ccccc21 (centres undefined),3,6,-3,-3,-1,0,-6,4,1
Cc1ccccc1-c1nc(CN2CCC(C(=O)NCCCN3CC(C)CC(C)C3)CC2)c(C)o1 (centres undefined),-1,5,-2,-5,40,9,0,-3,0
COc1ccc(CN(C)C(=O)C2CCN(S(=O)(=O)c3cccs3)CC2)cc1F,3,/,0,2,11,4,1,1,0
CC(=O)Nn1c(COc2ccccc2C)nc2ccccc2c1=O,-3,4,1,2,2,8,4,9,-3
Cc1cc(C)n(CC(O)COc2ccccc2)n1 (centres undefined),-4,-1,-2,-18,-18,-8,3,2,-2
COc1ccc(C(=O)COC(=O)COc2cccc3c2OC(C)(C)C3)c(OC)c1,0,-23,1,8,-4,1,4,3,0
CC1C(=O)N2CCCc3cc(NC(=O)C(=O)NCc4cccnc4)cc1c32 (centres undefined),-7,-8,0,-5,-1,6,0,-1,-3
CC(=O)Oc1ccccc1C1=NN(C(=O)/C=C/c2ccccc2)C(c2ccccc2)C1 (centres undefined),6,-1,-2,-2,-8,-2,2,6,0
CC12C(=O)N(NC(=O)c3ccncc3)C(=O)C1C1C=CC2C1 (centres undefined),-5,-1,-5,1,0,0,0,-4,13
CCCOc1ccc(C2C3=C(CCCC3=O)N(CC(=O)O)C3=C2C(=O)CCC3)cc1OCC,1,24,3,-5,-4,2,10,1,-6
O=C(N=Nc1c(O)[nH]c2ccccc12)c1ccc(CN2CCOCC2)cc1,4,-9,3,1,8,13,4,9,3
C=CCC[C@@H](Cc1ccc(F)cc1)C(=O)OC[C@H](Cc1c[nH]c2ccccc12)NC(=O)[C@@H](CC=C)CC(=O)N(CCO)Cc1ccccc1,/,/,/,5,26,4,13,4,-1
CC(C)(C)c1ccc(C(=O)Nc2cccc3c(=O)[nH][nH]c(=O)c23)cc1,11,16,-2,0,13,-2,-7,1,-2
O=C(NCCc1cccc(F)c1)/C(=C/c1cccnc1)NC(=O)c1ccccc1,4,0,1,1,0,7,5,-5,-6
C#CCOCCOCCOCCNc1nc(N2CCOCC2)nc(N2CCN(C(=O)CCCCCCCCCCNC(=O)[C@@H]([C@H](C)O)n3cc(C)nn3)CC2)n1,1,-1,2,6,2,3,5,2,-2
O=C(Nc1ccc2nc(-c3cccnc3)[nH]c2c1)c1ccco1,-5,-6,-3,-3,-5,1,-1,3,-4

# Following part
SMILES,LYPLA2 inh,GSTO1 counter,LYPLA1 inh,PAFAH2 FP inh,PREPL inh,PAFAH1B3 FP inh,pPAFAH FP inh,PAFAH1B2 FP inh,PAD4 inh
COc1ccccc1OCC(=O)NCCCn1ccnc1,-1,9,-2,6,22,-4,-3,1,-5
CN1CCN(C(=O)CCN2C(=O)S/C(=C/c3ccc(Cl)cc3)C2=O)CC1,-3,4,-1,3,42,-5,4,-2,-14
O=C(C[C@H]1C[C@H](C(=O)N2CCCCC2)[C@@]2(CCc3ccccc3)c3[nH]c4cc(-c5ccco5)ccc4c3CCN2C1=O)NCCC1=CCCCC1,/,/,/,-15,/,-8,4,-8,-9
OC(COc1ccc(OCc2ccccc2)cc1)CN1CCOCC1 (centres undefined),-3,2,-2,0,8,4,1,-3,-2
Cc1ccc2nc(N3CCC(C(=O)NC4CCCCC4)CC3)sc2c1,-12,5,-3,6,2,10,2,4,-7
Cc1cc(C)c(-c2c(O)c3c(n(C)c2=O)CC(C)(C)CC3=O)c(C)c1,1,2,-1,11,-3,3,6,4,5
CC(c1ccccc1)N1C(=O)NC(NC(=O)C(C)(C)C)(C(F)(F)F)C1=O (centres undefined),1,3,2,-1,5,5,1,5,2
CC1=C([N+](=O)[O-])C(c2ccc(Cl)cc2)NC(=O)N1 (centres undefined),-10,1,0,-3,-2,8,1,-1,-4
Cn1cc(CCNC(=O)CCc2nnc(CCCCc3ccccc3)o2)cn1,5,4,3,4,5,-2,4,1,-4
C=CCNc1nnc(SCC(=O)N2CCCCC2)c2ccccc12,0,15,1,-4,38,-6,10,-1,2
COc1ccc(-c2ccc3c(N)c(C(=O)NC(C)C)sc3n2)cc1OC,4,2,6,/,9,/,12,/,3
C=CCNCC(O)COc1ccc(C(C)=O)cc1OC (centres undefined),-1,7,-1,-1,-2,4,-5,4,-3
CCOc1ccc(Nc2cc(C)c3ccccc3n2)cc1,3,2,0,3,17,6,14,5,3
Nc1[nH]nc2nc(-c3ccccc3)[nH]c(=O)c12,-4,-4,1,-3,7,1,2,2,0
Cc1ccc(OCCCC(=O)Nc2ccc(Br)cc2)cc1,6,0,2,0,-27,-3,4,4,0
Cc1ccc(CSc2nnc(NC(=O)C3COc4ccccc4O3)s2)cc1 (centres undefined),4,-1,-1,10,4,12,6,31*,-1
CCOC(=O)c1c(C)n(-c2ccc(C)cc2)c2ccc(OCC(O)CNCCCO)cc12 (centres undefined),3,-3,-1,-1,14,-4,11,4,-1
COc1ccc(N2CCN(C(=O)c3ccc(Br)cc3)CC2)c([N+](=O)[O-])c1,48*,6,3,6,11,10,0,4,-3
CC1(OC(=O)C2CCCC2)C(=O)C=C2C=C(C3CC3)OC=C2C1=O (centres undefined),6,22,0,/,-3,/,26*,/,-1
CCC(CO)NCc1ccc(OCC(O)c2ccccc2)c(OC)c1 (centres undefined),8,5,1,-1,6,11,5,2,1
COc1ccccc1-n1ccnc1SCC(=O)NCC1CCCO1 (centres undefined),3,8,-1,2,2,10,-2,4,-2

# These rows are one share of the data; the hit share may differ from the screen's.
